Source: PubChem (National Center for Advancing Translational Sciences (NCATS))
TSG101-PTAP inh – qHTS Assay for Iinhibitors of HIV-1 Budding by Blocking the Interaction of PTAP/TSG101. Tumor susceptibility gene 101 protein (Homo sapiens), Q99816. Fluorescence polarization, FITC-PTAP peptide / Tsg101 binding. Potency, µM (top dose mostly 115 µM), without a hit: at the top dose activity change, negative = inhibition, usual class: inhibitors. 340,000 tested, under 10 active; active means well fitted inhibition curve with a large enough effect in the main read-out, with a control signal flat, not every such curve was filed as active; inconclusive means small, poorly fitted or top-dose-only effect, or effect the other way, or a change in a side signal; inactive means no such curve, though single readings can be large or run the other way; further: potency means the concentration at half of the fitted maximal effect; % of control where 0% means no effect
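Fluorescence polarization binding of Tsg101 binding domain (10 uM final) to FITC-labeled PTAP peptide (50 nM final) in HEPES pH 7.5 buffer with NaCl, Tween 20, EDTA, TCEP. Compounds added before peptide; binding 20 min at RT.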
ELG1 repair inh – qHTS screen for small molecules that inhibit ELG1-dependent DNA repair in human embryonic kidney (HEK293T) cells expressing luciferase-tagged ELG1. HEK293T ELG1-luciferase reporter, luminescence, 16 h; DNA damage induced by 5-fluorouridine. Potency, µM (series often up to 46.1 µM), without a hit: top-dose activity change, negative = inhibition, actives largely listed as inhibitors. 330,000 compounds, 2.3% hits; further: potency means the concentration at half of the fitted maximal effect; on the % scale 0 is the no-effect control and ±100 the full control effect; nearly all actives have a fitted effect of over 55% in size
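In this reporter screen, reduction of luminescence relative to DMSO vehicle indicated activity. Compounds and 5-fluorouridine were added together to 2,000 cells per well, incubated for 16 hr at 37 °C, then developed with ONE-Glo.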
p53 reactivation – qHTS assay for re-activators of p53 using a Luc reporter; H1299 p53-A138V BP100-luciferase reporter, luminescence, 24 h; Potency, µM (series often up to 92.2 µM), for the others: at the top dose activity change, positive = activation, hits mostly activators; 320,000 compounds, 0.063% hits; further: potency means the concentration at half of the fitted maximal effect; % of control where 0% means no effect; nearly all actives have a fitted effect of over 45% in size
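p53-null H1299 cells stably carrying temperature-sensitive p53-A138V and a BP100-luciferase reporter were pinned with compounds (4-point, 1:5 series) and held 24 hrs at 37 deg C. Luminescence was read 10 min after detection reagent.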
B2AR arrestin – qHTS assay of beta-arrestin-biased ligands of beta2-adrenergic receptor; beta-arrestin recruitment to beta2AR, cell-based reporter; Potency, µM (top dose mostly 46.1 µM), for the others: at the top dose activation, usual class: activators; 330,000 compounds, 0.02% hits; AID 492947, 2010;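 further: potency means the concentration at half of the fitted maximal effect; 0% = DMSO controls and full agonism = EC100 isoproterenol or metaproterenol; nearly all actives have a fitted effect of over 65% in size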
TCR act – Activators of T cell receptors: qHTS campaign. 330,000 tested, under 10 active. primary human leukocytes, anti-CD3, IL-2 HTRF, 48 h. Potency, µM (highest dose often 9.22 µM), for the others: top-dose activation of IL-2 secretion, hits mostly activators. AID 504894, 2011; further: % of control where 0% means no effect
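Primary human leukocytes were stimulated with a-CD3 beads plus compounds for 48 hr without co-stimulation; secreted IL-2 was quantified by HTRF using a-IL-2-K (europium cryptate) and a-IL-2-d2, excited at 320nm with acceptor emission read at 665nm.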
TRPV1 ag – HTS Assay for Compounds that Act as Agonists of the Vanilloid Receptor 1; Transient receptor potential cation channel subfamily V member 1 (Homo sapiens), Q8NER1; TRPV1-expressing cells, Fluo-8 calcium influx, agonist mode; activation, % at 8.33 µM; 320,000 compounds, 0.19% hits; AID 540275, 2011; in the data active means activation above about 80%; inconclusive means between about 30% and that limit; further: 0% is about no effect
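Cells expressing TRPV1 were dye-loaded with Fluo-8 and read kinetically: 10 s baseline, 3 min after compound (agonist portion), then 2 min after EC20 capsaicin (allosteric enhancer portion). Calcium-bound dye fluorescence at 480/520 nm.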
Integrin act MD – qHTS for Activators of Integrin-Mediated Alleviation for Muscular Dystrophy. Potency, µM (titrated, usually from 38.3 µM), for the others: at the highest dose activation, actives largely listed as activators. alpha7betagal myoblasts, beta-gal FDG fluorescence, 48 h. 350,000 compounds, 0.064% hits. AID 624291, 2012;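 further: potency means the concentration at half of the fitted maximal effect; 100% = response of the positive control SU9516; nearly all actives have a fitted effect of over 60% in size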
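alpha7betagal+/- myoblasts (passage 13, 250/well) treated 48 h at 37C with compounds at 1:260 dilution of DMSO stock. Lysed, then beta-galactosidase activity read as FDG fluorescence (ex 480/em 540) after 30 min, with pre-read for autofluorescence.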
CXXC DNA block – qHTS Fluorescence Polarization Assay for Inhibitors of MLL CXXC domain - DNA interaction | Potency, µM (doses to about 115 µM), inactives show at the top dose activity change, negative = inhibition, actives largely listed as inhibitors | MLL-CXXC / FITC-HOXA9 DNA fluorescence polarization | 290,000 compounds, 0.037% hits | Histone-lysine N-methyltransferase 2A (Homo sapiens), Q03164; active means well fitted inhibition curve with a large enough effect in the polarisation, with a control signal flat, not every such curve was filed as active; inconclusive means small, poorly fitted or top-dose-only effect, or effect the other way, or a change in a side signal; inactive means no such curve, though single readings can be large or run the other way; the % refers to the polarisation; further: potency means the concentration at half of the fitted maximal effect
Target sequence (Q03164 whole entry, looked up, the tested form may be a part): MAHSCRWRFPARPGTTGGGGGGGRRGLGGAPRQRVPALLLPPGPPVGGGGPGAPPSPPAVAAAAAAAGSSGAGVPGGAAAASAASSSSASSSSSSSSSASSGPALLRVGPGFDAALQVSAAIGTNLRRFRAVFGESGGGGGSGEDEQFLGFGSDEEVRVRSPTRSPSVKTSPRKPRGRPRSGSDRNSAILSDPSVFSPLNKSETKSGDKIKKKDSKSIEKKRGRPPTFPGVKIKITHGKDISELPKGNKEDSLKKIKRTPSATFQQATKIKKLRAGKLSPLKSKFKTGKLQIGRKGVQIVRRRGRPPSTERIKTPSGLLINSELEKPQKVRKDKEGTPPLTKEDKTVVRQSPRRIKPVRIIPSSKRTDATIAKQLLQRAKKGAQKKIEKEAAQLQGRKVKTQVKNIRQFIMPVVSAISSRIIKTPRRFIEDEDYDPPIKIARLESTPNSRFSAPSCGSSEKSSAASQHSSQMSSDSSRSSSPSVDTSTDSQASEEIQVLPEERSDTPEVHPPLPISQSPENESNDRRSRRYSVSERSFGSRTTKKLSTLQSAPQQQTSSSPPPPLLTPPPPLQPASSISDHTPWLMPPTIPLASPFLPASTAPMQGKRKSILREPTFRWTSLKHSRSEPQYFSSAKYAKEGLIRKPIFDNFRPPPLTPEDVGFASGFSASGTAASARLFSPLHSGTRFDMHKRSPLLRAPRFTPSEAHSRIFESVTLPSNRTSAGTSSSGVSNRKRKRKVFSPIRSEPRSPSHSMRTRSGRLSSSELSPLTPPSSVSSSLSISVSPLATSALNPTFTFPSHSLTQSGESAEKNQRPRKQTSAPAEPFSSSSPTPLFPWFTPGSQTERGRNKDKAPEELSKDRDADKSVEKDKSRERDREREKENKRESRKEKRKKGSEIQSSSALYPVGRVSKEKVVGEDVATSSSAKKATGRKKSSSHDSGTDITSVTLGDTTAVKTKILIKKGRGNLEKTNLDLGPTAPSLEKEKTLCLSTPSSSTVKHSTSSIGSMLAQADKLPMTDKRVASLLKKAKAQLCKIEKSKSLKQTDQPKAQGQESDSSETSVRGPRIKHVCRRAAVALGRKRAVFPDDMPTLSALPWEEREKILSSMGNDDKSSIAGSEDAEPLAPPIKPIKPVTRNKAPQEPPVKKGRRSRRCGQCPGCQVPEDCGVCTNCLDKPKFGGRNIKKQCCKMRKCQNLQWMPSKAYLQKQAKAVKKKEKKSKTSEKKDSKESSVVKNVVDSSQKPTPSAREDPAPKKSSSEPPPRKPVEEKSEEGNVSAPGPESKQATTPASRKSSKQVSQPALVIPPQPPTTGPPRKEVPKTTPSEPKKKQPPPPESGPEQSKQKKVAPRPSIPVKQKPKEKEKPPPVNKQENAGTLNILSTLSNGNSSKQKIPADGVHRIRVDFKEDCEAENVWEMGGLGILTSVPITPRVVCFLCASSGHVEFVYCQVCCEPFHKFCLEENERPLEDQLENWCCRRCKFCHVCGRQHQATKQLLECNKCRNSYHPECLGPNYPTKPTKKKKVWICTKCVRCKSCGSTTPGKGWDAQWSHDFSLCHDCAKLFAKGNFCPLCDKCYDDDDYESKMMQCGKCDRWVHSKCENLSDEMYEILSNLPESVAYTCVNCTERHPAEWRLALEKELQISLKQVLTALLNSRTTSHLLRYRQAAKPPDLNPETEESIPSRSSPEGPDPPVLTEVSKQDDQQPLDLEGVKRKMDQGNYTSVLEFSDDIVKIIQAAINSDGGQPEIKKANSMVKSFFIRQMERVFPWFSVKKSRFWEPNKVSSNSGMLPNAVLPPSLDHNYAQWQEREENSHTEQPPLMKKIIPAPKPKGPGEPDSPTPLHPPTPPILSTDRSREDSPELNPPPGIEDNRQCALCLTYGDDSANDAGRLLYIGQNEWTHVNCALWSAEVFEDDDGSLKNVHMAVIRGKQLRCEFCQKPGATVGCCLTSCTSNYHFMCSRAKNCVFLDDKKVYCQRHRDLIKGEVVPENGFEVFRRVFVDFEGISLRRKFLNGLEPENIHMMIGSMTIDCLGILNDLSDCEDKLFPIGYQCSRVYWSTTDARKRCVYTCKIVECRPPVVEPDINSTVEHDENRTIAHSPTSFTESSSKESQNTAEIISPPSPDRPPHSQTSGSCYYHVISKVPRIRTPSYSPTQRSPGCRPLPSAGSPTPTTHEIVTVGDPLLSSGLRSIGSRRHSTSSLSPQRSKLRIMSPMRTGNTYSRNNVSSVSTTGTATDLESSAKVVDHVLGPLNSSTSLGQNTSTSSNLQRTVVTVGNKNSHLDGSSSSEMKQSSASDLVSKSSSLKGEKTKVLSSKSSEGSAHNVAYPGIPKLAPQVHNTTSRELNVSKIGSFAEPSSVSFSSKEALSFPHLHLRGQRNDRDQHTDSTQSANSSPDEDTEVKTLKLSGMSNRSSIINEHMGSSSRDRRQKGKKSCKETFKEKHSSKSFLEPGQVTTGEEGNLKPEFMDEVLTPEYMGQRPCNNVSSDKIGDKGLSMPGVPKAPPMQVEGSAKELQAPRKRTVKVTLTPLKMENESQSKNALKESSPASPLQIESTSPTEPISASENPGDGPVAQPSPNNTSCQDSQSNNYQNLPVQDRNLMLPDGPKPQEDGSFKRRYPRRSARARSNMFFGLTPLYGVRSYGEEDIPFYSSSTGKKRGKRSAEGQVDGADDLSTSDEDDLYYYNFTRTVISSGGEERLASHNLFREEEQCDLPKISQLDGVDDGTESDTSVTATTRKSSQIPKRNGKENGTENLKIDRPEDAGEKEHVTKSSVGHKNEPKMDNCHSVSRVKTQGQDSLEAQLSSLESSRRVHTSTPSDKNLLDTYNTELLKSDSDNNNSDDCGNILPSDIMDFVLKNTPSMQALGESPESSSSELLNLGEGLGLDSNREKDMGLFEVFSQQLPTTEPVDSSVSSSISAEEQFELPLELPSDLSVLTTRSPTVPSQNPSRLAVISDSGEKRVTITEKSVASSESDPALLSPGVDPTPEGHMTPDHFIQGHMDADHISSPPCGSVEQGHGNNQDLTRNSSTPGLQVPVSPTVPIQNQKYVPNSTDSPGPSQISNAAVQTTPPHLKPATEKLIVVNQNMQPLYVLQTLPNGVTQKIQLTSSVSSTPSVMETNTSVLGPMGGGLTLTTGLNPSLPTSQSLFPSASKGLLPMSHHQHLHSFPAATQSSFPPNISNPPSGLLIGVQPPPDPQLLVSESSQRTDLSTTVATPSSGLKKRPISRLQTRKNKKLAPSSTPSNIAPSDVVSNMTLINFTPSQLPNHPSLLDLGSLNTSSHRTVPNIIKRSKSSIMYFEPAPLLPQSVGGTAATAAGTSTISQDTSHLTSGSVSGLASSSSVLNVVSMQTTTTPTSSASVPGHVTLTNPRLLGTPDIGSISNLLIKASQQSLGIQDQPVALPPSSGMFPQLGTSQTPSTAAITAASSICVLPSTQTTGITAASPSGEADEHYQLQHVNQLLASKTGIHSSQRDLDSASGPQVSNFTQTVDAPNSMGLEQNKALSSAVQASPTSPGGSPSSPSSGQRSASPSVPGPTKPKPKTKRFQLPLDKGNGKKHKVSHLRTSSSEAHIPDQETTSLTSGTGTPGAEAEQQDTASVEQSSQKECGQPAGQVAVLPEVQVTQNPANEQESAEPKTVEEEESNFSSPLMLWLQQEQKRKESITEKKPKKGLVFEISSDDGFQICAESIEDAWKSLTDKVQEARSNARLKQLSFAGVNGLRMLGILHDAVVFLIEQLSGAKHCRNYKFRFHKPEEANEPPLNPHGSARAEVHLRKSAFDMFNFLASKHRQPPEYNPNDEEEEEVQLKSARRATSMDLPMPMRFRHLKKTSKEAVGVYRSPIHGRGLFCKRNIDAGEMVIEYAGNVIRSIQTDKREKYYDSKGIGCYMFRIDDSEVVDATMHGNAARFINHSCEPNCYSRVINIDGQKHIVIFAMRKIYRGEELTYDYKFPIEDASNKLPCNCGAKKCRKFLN
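Purified MLL-CXXC (added from a 7 uM solution) was preincubated 5 min at ambient with pinned compounds in 50 mM Tris-HCl pH 7.5, 50 mM NaCl, 1 mM DTT, 0.05% BSA. Fluorescein-labeled HOX-A9 DNA (50 nM solution) followed, 30 min, then polarization read.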
BRCA1 expr act – qHTS Assay to Identify Small Molecule Activators of BRCA1 Expression. Potency, µM (top dose mostly 46.1 µM), inactives show top-dose activation, hits mostly activators. 380,000 compounds, 1.1% hits. AID 624202, 2012. MCF7-BRCA1-FFLuc reporter, luminescence, 48 h; response scale: scaled: vehicle 0%, 10 µM genistein 100%; further: potency means the concentration at half of the fitted maximal effect; nearly all actives have a fitted effect of over 80% in size; some results filed as inactive show a strong effect at the top dose
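Quantitative HTS in MCF7 cells stably reporting BRCA1 expression via firefly luciferase. Compound treatment lasts 48 h at 37 °C in phenol-red free MEM. Activation is expressed relative to genistein at 10 microM and DMSO.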
AT treatment – qHTS Assay for Identifying a Potential Treatment of Ataxia-Telangiectasia; 320,000 compounds, 0.19% hits; Potency, µM (top dose mostly 57.5 µM), inactives show at the highest dose activation, most hits filed as activators; […] A-T fibroblasts, KAP-1 phosphorylation AlphaLISA; neocarzinostatin DNA damage 30 min before lysis; AID 485349, 2010; further: potency means the concentration at half of the fitted maximal effect; % of control where 0% means no effect; nearly all actives have a fitted effect of over 45% in size
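hTERT-immortalized A-T patient fibroblasts ([…]), 500 cells/well in OPTI-MEM, 1% FBS, got compounds for 60 min, then NCS for 30 min at 37C. Lysates were then assayed for phospho-KAP-1 by AlphaLISA (anti-pKAP1 donor, anti-KAP1 acceptor beads), 6 hr at 25C.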
An asterisk follows results filed as active; ? = inconclusive; · = no result given; & = joins results of further samples; [ ] = dose if it differs, or a comment. Unless noted, the call rests on the fitted dose curve; in most records, active means well fitted curve in the direction sought with a large enough effect; inconclusive means small, poorly fitted or top-dose-only effect, or another doubt; inactive means no such curve, though single readings can be large; an effect the other way counts as inactive or inconclusive.

SMILES	TSG101-PTAP inh	ELG1 repair inh	p53 reactivation	B2AR arrestin	TCR act	TRPV1 ag	Integrin act MD	CXXC DNA block	BRCA1 expr act	AT treatment
O=C(CN1C(=O)/C(=C\c2cccc(Br)c2)Oc2ccccc21)NCCCN1CCOCC1	-6%	0%	9%	-0.1%	-7%	13	-59%[inhibitor]	4%	-30%	1%
O=C1C(=O)N(Cc2cccnc2)C(c2cccc([N+](=O)[O-])c2)/C1=C(/O)c1ccc2c(c1)OCO2 (stereo not given)	0%	13%	7%	0.3%	-7%	-9	?	49%[activator]	0%	10%
CCOc1ccc(CN2CCNC(=O)C2CC(=O)NCCC2=CCCCC2)cc1 (stereo not given)	-1%	4%	1%	-0.1%	3%	2	-7%	-2%	-6%	2%
O=C1CC2(CCN(C(=O)c3cccc(Cl)c3)CC2)Oc2ccccc21	-1%	-4%	-6%	0.0%	-2%	-3	28%	·	-33%	4%
O=C(c1cnn2c(C(F)F)cc(-c3ccccc3)nc12)N1CCN(Cc2ccc3c(c2)OCO3)CC1	-1%	?	-15%	-0.9%	0%	21	30%	-1%	-42%	1%
O=C(C/C=N/OCc1c(Cl)cccc1Cl)c1cnc(-c2ccccc2)s1	-7%	?	-11%	-0.5%	1%	0	-5%	-14%	3%	4%
O=C1CN(c2nc(-c3cccnc3)nc3scc(-c4ccccc4)c23)CCN1	-2%	-20%	-2%	0.1%	2%	-1	8%	0%	-51%	19%
COC(=O)CC(NS(=O)(=O)c1cccs1)c1ccc2c(c1)OCO2 (stereo not given)	-3%	-1%	-12%	0.4%	3%	2	2%	?	10%	-2%
Cc1ccc(SCC(=O)c2cc(C)c(O)c(C)c2)cc1	-4%	?	27%	-0.8%	0%	0	-26%	7%	87%	-4%
COc1ccc(-c2nc3cnccn3c2NC(C)(C)CC(C)(C)C)cc1O	-2%	?	-9%	-1.1%	·	6	-8%	8%	-37%	11%
CCCCCn1cnnc1SCC(=O)c1c(N)n(C2CC2)c(=O)[nH]c1=O	1%	-3%	0%	-0.8%	5%	3	1%	·	-3%	0%
CCC(Sc1ncnc2c1nnn2-c1ccc(F)cc1)C(=O)OC (stereo not given)	-11%	?	?	0.3%	8%	12	-20%	-1%	?	7%
CCc1cccc(CC)c1NC(=O)CSc1nnc(C(C)C)n1CC	-2%	1%	0%	-0.1%	4%	-3	7%	6%	-14%	-1%
COc1cccc(-c2noc(C(C)n3nc(C)c([N+](=O)[O-])c3C)n2)c1 (stereo not given)	-2%	?	?	-1.8%	7%	-2	6%	2%	29%	3%
CSc1ncccc1C(=O)OCC(=O)N1CC(=O)Nc2ccccc21	-3%	12%	3%	-1.0%	-7%	2	-14%	·	-10%	-5%
O=C1CC(Nc2ccc(N3CCOCC3)cc2)C(=O)N1c1ccccc1F (stereo not given)	-2%	1%	4%	2.9%	1%[46.1 µM]	0	5%	-8%	4%	-2%
CCCSC1=N/C(=C\c2ccc([N+](=O)[O-])o2)C(=O)S1	0%	4%	-5%	-0.1%	7%	-1	-7%	?	-9%	-8%
CCOc1ccccc1CNS(=O)(=O)c1csc(C(N)=O)c1	-1%	11%	1%	-1.8%	-3%	-1	-6%	-1%	0%&2%	-3%
COC(=O)c1ccc(CSc2nnnn2-c2ccc(C)cc2C)o1	1%	-4%	-9%	0.0%	1%	1	-19%	11%	-27%	10%
CCc1ccc(O)c(CNCCNCc2cc(CC)ccc2O)c1	-1%	?	8%	0.2%	8%	8	-35%	·	-37%	-3%
C/C(CC(=O)NCCN1CCOCC1)=N\NC(=O)c1ccncc1	-1%	-2%	-2%	-0.4%	-6%	13	9%	-2%	0%	-1%
O=C(CCSCc1ccccc1F)NCc1cccs1	-1%	13%	1%	0.1%	4%	?	-1%	-6%	3%	7%
COc1ccc(C2NC(=O)NC(O)(C(F)(F)F)C2C(=O)c2ccccc2)cc1OC (stereo not given)	-8%	1%	-3%	0.1%	0%	-2	0%	13%	6%	1%
COc1ccccc1N(CC(=O)NCCSCc1cccc(C)c1)S(=O)(=O)c1ccccc1	0%	?	-2%	-0.3%	1%	11	4%	5%	-48%	18%

Results in TRPV1 ag, for some of the entries so far:
Structure,TRPV1 ag
COC(=O)c1ccc(CSc2nnnn2-c2ccc(C)cc2C)o1,1
CCc1ccc(O)c(CNCCNCc2cc(CC)ccc2O)c1,8

(next part)
SMILES	TSG101-PTAP inh	ELG1 repair inh	p53 reactivation	B2AR arrestin	TCR act	TRPV1 ag	Integrin act MD	CXXC DNA block	BRCA1 expr act	AT treatment
COc1ccccc1C(=O)NC(=O)COC(=O)CCOc1cc(C)ccc1C	·	21%	·	-0.3%	-8%	4	16%	0%	-11%	-1%
O=C(CCN1C(=O)/C(=C/c2cccs2)SC1=S)Nc1ccccn1	?	-15%	-1%	-0.1%	-11%	6	-50%[inhibitor]	?	2%	-3%
COc1ccc(S(=O)Cc2ccc(C(=O)N3CCN(C(=O)c4ccco4)CC3)o2)cc1 (stereo not given)	-2%	-1%	-1%	-0.1%	3%	-1	32%	0%	-12%	-4%
CCc1ccc(C(=O)C(C)OC(=O)CNS(=O)(=O)c2ccc(C)cc2)cc1 (stereo not given)	2%	0%	-1%	0.2%	-8%	-7	2%	·	3%	·
Cc1cc(Cl)ccc1C(=O)C1CCCN(C(=O)c2cccc(N3CCCC3=O)c2)C1 (stereo not given)	-4%	3%	1%	0.1%	-2%	24	-4%	2%	-17%	8%
O=C(O)c1ccc(S(=O)(=O)c2ccc3c(c2)C(=O)N(c2ccc(O)cc2)C3=O)cc1	-1%	-3%	-4%	0.0%	1%	-1	24%	-14%	-5%	-10%
O=C(N/N=C/C=C/c1ccccc1[N+](=O)[O-])c1ccncc1	0%	-12%	14%	-0.9%	3%	7	0%	-29%	-28%	0%
Cn1c(=O)c2c(nc(NCc3ccc4c(c3)OCO4)n2C)n(C)c1=O	0%	4%	2%	-0.2%	·	0	-6%	6%	-1%	0%
CCOc1ccc(NC(=O)C2CCN(S(=O)(=O)c3ccc4c(c3)C(C)(C)C(=O)N4C)CC2)cc1	-3%	6%	·	-0.1%	-2%	-4	-3%	1%	0%	-9%
O=C(O)c1ccc(NC(=S)Nc2ccccc2)cc1	-4%	17%	27%	-0.5%	-5%[46.1 µM]	-3	21%	15%	57%	0%
Cc1ccc(N2CCOCC2)c2c1C(=O)c1ccccc1C2=O	2%	?	-7%	-1.4%	7%[46.1 µM]	-4	-38%	-20%	-31%	·
CCCCN1CC[C@H]2C=CC[C@@H](C(=O)N3CCN(c4ccccc4)CC3)[C@H]2C1=O	0%	·	·	·	0%	·	36%	·	-5%	·
COc1ccc(CNC(=O)c2ccc3c(c2)NC(=O)C(C)S3)cc1 (stereo not given)	0%	19%	-2%	-0.5%	0%	3	8%	7%	-2%	0%
O=c1oc2ccccc2c(O)c1/C=N/c1ccccn1	0%	5%	2%	-0.9%	-3%	11	34%	-9%	-20%	7%
C/C(=N/Oc1nc(C)cc(C)n1)c1ccc(F)cc1	0%	?	?	0.2%	9%	-2	0%	5%	76%	-2%
CCN(CC)c1ccc(NC(=O)c2ccccc2F)cc1S(=O)(=O)Nc1ccccc1OC	-3%	6%	0%	-0.9%	-1%[46.1 µM]	7	-33%	1%	-30%	-3%
CCC1C(=O)NCCN1C(=O)c1cc(COc2cc(C)ccc2C)on1 (stereo not given)	-1%	-3%	1%	0.0%	-1%	11	-15%	-5%	2%	3%
COc1ccc(OC)c(-c2nnc(NC(=O)C(C)Sc3nncn3C)s2)c1 (stereo not given)	2%	?	-11%	0.0%	5%	1	2%	13%	-51%	5%
OCc1nnn(-c2cccc(C(F)(F)F)c2)c1CO	-5%	12%	1%	-0.5%	-2%	·	-11%	-2%	-11%	-4%
COc1ccc(CCNC(=O)COc2ccc(-c3ccccc3)cc2)cc1OC	0%	-2%	-11%	-0.1%	-2%[46.1 µM]	-5	13%	-1%	-34%	9%
COc1cc(OC)c(C2NC(=O)CCC2[N+](=O)[O-])cc1OC (stereo not given)	0%	12%	2%	-0.4%	-9%	1	-7%	19%	8%	17%

Hits appear at their usual frequency. About 3.8% of those tested had a hit in this group.
